APEX1 inh: qHTS Assay for Inhibitors of the Human Apurinic/apyrimidinic Endonuclease 1 (APE1); recombinant APE1, TAMRA/BHQ-2 abasic DNA cleavage fluorescence; 350,000 compounds, 0.35% hits; AID 2517, 2012; Potency, µM (top dose mostly 65.8 µM), for inactives: at the highest dose activity change, negative = inhibition, actives largely listed as inhibitors;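 further: potency means the concentration at half of the fitted maximal effect; plate controls were vehicle for no effect and reference inhibitor for full effect; nearly all actives have a fitted effect of over 55% in size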
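Compound pre-exposure to 0.75 nM APE1, 15 min at ambient temperature. Reaction initiated with 50 nM TAMRA/BHQ-2 THF substrate, read immediately in kinetic mode, 525 nm excitation, 598 nm emission.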
POLK inh: qHTS for Inhibitors of Polymerase Kappa. 400,000 compounds, 0.53% hits. purified Pol kappa, fluorescent DNA synthesis assay, 10 min. AID 588579, 2011. DNA polymerase kappa (Homo sapiens), Q9UBT6. Potency, µM (highest dose often 107 µM), for inactives: at the top dose activity, negative = inhibition, hits mostly inhibitors; further: potency means the concentration at half of the fitted maximal effect; on the % scale 0 is the no-effect control and ±100 the full control effect
Target sequence (Q9UBT6 whole entry, looked up): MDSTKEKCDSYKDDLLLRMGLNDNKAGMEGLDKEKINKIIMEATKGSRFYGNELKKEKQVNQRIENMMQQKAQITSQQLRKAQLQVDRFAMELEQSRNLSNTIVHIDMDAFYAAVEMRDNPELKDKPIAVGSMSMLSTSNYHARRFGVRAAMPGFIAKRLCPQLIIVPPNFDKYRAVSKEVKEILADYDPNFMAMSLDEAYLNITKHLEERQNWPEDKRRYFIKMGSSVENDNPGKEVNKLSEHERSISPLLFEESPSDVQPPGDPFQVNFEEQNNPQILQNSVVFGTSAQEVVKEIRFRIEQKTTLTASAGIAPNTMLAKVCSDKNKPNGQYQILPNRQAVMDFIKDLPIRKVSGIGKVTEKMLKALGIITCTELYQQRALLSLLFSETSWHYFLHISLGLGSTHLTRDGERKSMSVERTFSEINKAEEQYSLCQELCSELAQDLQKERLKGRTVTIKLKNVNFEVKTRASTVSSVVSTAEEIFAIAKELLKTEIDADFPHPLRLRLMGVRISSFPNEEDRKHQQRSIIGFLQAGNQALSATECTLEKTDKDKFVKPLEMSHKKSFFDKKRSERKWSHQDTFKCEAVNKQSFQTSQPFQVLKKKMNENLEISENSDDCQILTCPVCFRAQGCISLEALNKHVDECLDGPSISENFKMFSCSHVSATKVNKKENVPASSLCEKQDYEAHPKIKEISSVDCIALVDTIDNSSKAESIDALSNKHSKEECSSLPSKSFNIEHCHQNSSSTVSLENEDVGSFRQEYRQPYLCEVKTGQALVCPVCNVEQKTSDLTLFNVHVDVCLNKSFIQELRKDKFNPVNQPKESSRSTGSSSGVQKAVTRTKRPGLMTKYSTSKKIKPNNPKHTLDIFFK
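First, compounds were pin-transferred onto 10 nM Pol kappa. After 15 min at room temperature, substrate was added to 50 nM final. Fluorescence was then measured kinetically at 0 and 10 min.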
ERG Ets-DNA blk: qHTS for Small Molecule Inhibitors of the ERG Ets/DNA interaction. fluorescence polarization, His-ERG Ets domain / labelled DNA. Potency, µM (highest dose often 76.9 µM), inactives show top-dose FP activity, negative = inhibition, most hits filed as inhibitors. 370,000 compounds, 0.028% hits. Transcriptional regulator ERG (Homo sapiens), P11308. AID 624246, 2012; active means well fitted inhibition curve with a large enough effect in the polarisation, with a control signal flat; inconclusive means small, poorly fitted or top-dose-only effect, or effect the other way, or a change in a side signal; inactive means no such curve, though single readings can be large or run the other way; the % refers to the polarisation;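 further: polarization taken with two DNA probes labelled with fluorescein and Texas red; potency means the concentration at half of the fitted maximal effect; % of control where 0% means no effect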
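His-tagged ERG Ets domain (1 uM in the protein solution; 300mM KCl, 50mM Tris-HCl, 1mM EDTA, 1mM DTT, pH 7.5) received compound, then a probe mix of 5 nM fluorescein-DNA and 100nM Texas-615-DNA. Fluorescence polarization was read for both dyes.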
ALOX12 inh: Primary qHTS assay for inhibitors of human arachidonate 12S-lipoxygenase (ALOX12): Round 2; AID 1671190, 2021; Potency, µM (top dose mostly 108 µM), for the others: top-dose activity change, negative = inhibition, most hits filed as inhibitors; 580,000 compounds, 1.1% hits; purified 12hLO, xylenol orange hydroperoxide absorbance; Polyunsaturated fatty acid lipoxygenase ALOX12 (Homo sapiens), P18054; further: potency means the concentration at half of the fitted maximal effect; on the % scale 0 is the no-effect control and ±100 the full control effect
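Hydroperoxide product was detected by ferrous iron/xylenol orange as the 573 to 405 nm absorbance ratio. Arachidonic acid at 40 uM (final) was turned over for 30 min at room temperature by 150 nM human 12hLO, pH 7.0 Hepes buffer, after 15 min compound preincubation.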
LDHA inh: qHTS assay for inhibitors of human lactate dehydrogenase; 480,000 compounds, 0.15% hits; purified LDHA, NADH/diaphorase-resazurin fluorescence; stronger effect = lower value; L-lactate dehydrogenase A chain (Homo sapiens), P00338; activity change, % (values are at about 110 or 230 µM); in the data active means activity change below about -30%; inconclusive means mostly about -25% to -30%;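 further: plate controls were DMSO wells for no effect and wells without enzyme for full effect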
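Enzyme activity of human lactate dehydrogenase 5 (2 nM; 0.06 mM NADH, 0.2 mM pyruvate, 5 min, RT) is measured via a resazurin/diaphorase fluorescence readout of residual NADH.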
Apoferritin bind: qHTS Assay for Identification of Novel General Anesthetics; Potency, µM (titrated, usually from 77.5 µM), for inactives: at the highest dose activity change, negative = displacement, usual class: inhibitors; Ferritin light chain (Equus caballus), P02791; AID 485281, 2010; 350,000 compounds, 0.074% hits; apoferritin/1-aminoanthracene competitive binding, fluorescence; further: potency means the concentration at half of the fitted maximal effect; on the % scale 0 is the no-effect control and ±100 the full control effect; nearly all actives have a fitted effect of over 20% in size
Target sequence (P02791 2-175 limits assumed): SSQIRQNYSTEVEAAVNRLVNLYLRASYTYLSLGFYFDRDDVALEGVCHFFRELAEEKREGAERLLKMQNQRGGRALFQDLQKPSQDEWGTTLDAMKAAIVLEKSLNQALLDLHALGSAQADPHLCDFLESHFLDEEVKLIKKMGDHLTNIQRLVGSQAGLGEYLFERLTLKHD
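Concentration-response curves derived by four-parameter Hill fitting of normalized fluorescence, where compounds displaced 1-AMA from 10 uM horse apoferritin following a brief 10 min room-temperature incubation; propofol titration acted as positive control.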
RGS4 inhibitor: Inhibitors of Regulator of G Protein Signaling (RGS) 4: qHTS; Regulator of G-protein signaling 4 (Homo sapiens), P49798; Transcreener GDP fluorescence polarization, RGS4-accelerated GTP hydrolysis; Potency, µM (highest dose often 114 µM), without a hit: at the highest dose activity change, negative = inhibition, usual class: inhibitors; 390,000 compounds, 0.039% hits; further: potency means the concentration at half of the fitted maximal effect; on the % scale 0 is the no-effect control and ±100 the full control effect; nearly all actives have a fitted effect of over 75% in size; some results filed as inactive show a strong effect at the top dose
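MLSMR compounds (23 nl, pin-transferred) preincubated 10 min at room temperature with a 500nM (2x) first reagent, then RGS4 at 900nM (2x) plus Transcreener GDP mix added; fluorescence polarization (620/688 nm) read before and after 90 min at 30 °C.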
Pol beta inh: qHTS Assay for Inhibitors of DNA Polymerase Beta; P06746; Pol beta primer extension/strand displacement, fluorescence kinetic; Potency, µM (doses to about 114 µM), without a hit: at the highest dose activity change, negative = inhibition, hits mostly inhibitors; 340,000 compounds, 1.3% hits; AID 485314, 2010; further: potency means the concentration at half of the fitted maximal effect; on the % scale 0 is the no-effect control and ±100 the full control effect
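10 nM enzyme + cpd, 15 min RT; start with substrate 50 nM final; read 0 min and after 10 min RT. Corrected, normalized data; 4-parameter Hill curve fit.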
POLH inh: qHTS for Inhibitors of Polymerase Eta; DNA polymerase eta (Homo sapiens), Q9Y253; recombinant Pol eta, fluorescent DNA replication assay; Potency, µM (doses to about 114 µM), inactives show top-dose activity change, negative = inhibition, hits mostly inhibitors; 390,000 compounds, 1.2% hits; further: potency means the concentration at half of the fitted maximal effect; on the % scale 0 is the no-effect control and ±100 the full control effect
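Fluorescent replication assay: 50 nM final substrate added after a 15 min room-temperature compound preincubation with 10 nM enzyme. Signal taken at 0 min and again at 10 min.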
The depositor's hits bear a star; ? = inconclusive; nt = not tested or not shown; [ ] = remark or other dose. Unless noted, the call rests on the fitted dose curve; in most records, active means well fitted curve in the direction sought with a large enough effect; inconclusive means small, poorly fitted or top-dose-only effect, or another doubt; inactive means no such curve, though single readings can be large; an effect the other way counts as inactive or inconclusive.

SMILES	APEX1 inh	POLK inh	ERG Ets-DNA blk	ALOX12 inh	LDHA inh	Apoferritin bind	RGS4 inhibitor	Pol beta inh	POLH inh
COCCNC(=O)CSc1nc(-c2ccc(OC)c(OC)c2)cc(C(F)(F)F)n1	1%	3%	11%	1%	-1	3%	1%	8%	-17%
COc1ccc(NC(=O)C(C)N=C2NS(=O)(=O)c3ccccc32)cc1S(N)(=O)=O (centres undefined)	23%	-2%	-10%	188%[activator]	3	nt	3%	nt	-6%
CCn1c(=N)c(C(=O)NCc2cccnc2)cc2c(=O)n3cc(C)ccc3nc21	nt	?	-3%	0%	-2	37%[activator]	-7%	2%	-11%
COC(=O)c1ccc2c(=O)n(CCCN3CCCC3=O)c(=S)[nH]c2c1	4%	0%	6%	12%	2	-2%	-7%	-1%	9%
CN(C)S(=O)(=O)c1ccc(C(=O)N2CCN(S(=O)(=O)c3ccc4c(c3)OCCO4)CC2)cc1	nt	0%	-10%[15.4 µM]	23%	0	nt	-4%	nt	-15%
CC(OC(=O)CNS(=O)(=O)c1ccc(C#N)cc1)C(=O)Nc1ccc(Cl)cn1 (centres undefined)	6%	-11%	-4%	-7%	-4	nt	-18%	nt	-20%
O=C(CNc1cccc(C(F)(F)F)c1)N/N=C/c1cn(-c2ccccc2)nc1-c1ccccc1	-7%	-22%	-9%	15%	-1	-9%	12%	-15%	-13%
C#CCOCCOCCOCCNc1nc(N2CCN(C(=O)CCCCCCCCCCNC(=O)[C@@H](CCC(=O)O)n3cc(CCCCCN)nn3)CC2)nc(N2CCN(C(=O)CCCCCCCCCCNC(=O)[C@@H](CCC(=O)O)n3cc(CCCCCN)nn3)CC2)n1	36%	17%	-6%	-24%	1	nt	-12%	nt	-1%
Clc1ccccc1Cc1noc(CN2CCN3CCCC3C2)n1 (centres undefined)	-1%	-5%	-2%	-5%	-6	-6%	-7%[56.9 µM]	-3%	-12%
COc1ccc(CCN2CC(C(=O)N(C)CCOc3ccccc3)CCC2=O)cc1 (centres undefined)	12%	-6%	-8%	5%	-19	5%	26%	2%	-7%
COc1ccccc1CNC(=O)c1cc(S(=O)(=O)N2CCCCC2)c[nH]1	-11%	10%	-8%	2%	0	?	-22%	17%	-14%
CC(=O)c1sc(=S)n(-c2ccccc2)c1C	2%	-9%	-4%	26%	-1	-6%	1%	-1%	-5%
COCCCNC(=S)Nc1ccc2c(c1)OCCO2	3%	-4%	-17%	-27%	-6	-5%	-9%	37%	-15%
COc1ccccc1N1CCN(C(=O)c2cc(C)oc2C)CC1	15%	-10%	-1%	0%	0	0%	11%	1%	-3%
CCOC(=O)CSCC(=O)Nc1ccc(S(=O)(=O)N2CCCCC2)cc1	-3%	-7%	-2%	-7%	-4	-14%	0%	2%	3%
COc1ccc(-n2ccsc2=S)cc1	22%	-4%[60.1 µM]	nt	-18%	-6	-9%	8%	28%	11%
CCOC(=O)c1ccc(N2CN(CC)CNC2=S)cc1	3%	-7%	-8%	-16%	-11	-5%	5%	1%	-4%
COc1ccc(CC(=O)OCC(=O)c2ccc(F)cc2)cc1	5%	-18%	4%	-21%	-1	nt	-11%	nt	-20%
COc1cc(/C=C(/C#N)c2nc(-c3cc4ccccc4oc3=O)cs2)ccc1O	nt	1%	0%	?	1	-5%	-10%	-3%	nt
Cc1ccc(S(=O)(=O)NCc2ccncc2)c(C)c1C	1%	-1%	2%	-5%	-10	-14%	-3%	15%	-3%
Cc1ccc(-n2nnnc2CSc2nnc(-c3ccc(O)cc3)o2)cc1	1%	-9%	3%	-16%	-3	1%	5%	-3%	-19%
CCc1ccccc1N1C(=O)CC(N2CCc3ccccc32)C1=O (centres undefined)	1%	-3%	-1%	-5%	-1	-7%	-17%	-7%	-10%
CCOC(=O)c1cccc(NS(=O)(=O)c2c(C)[nH]c(C)c2C(=O)N2CCCC2)c1	-12%	6%	20%	7%	1	6%	-10%	16%	-13%
CCOc1ccc(C(=O)OCC(=O)Nc2cc(C)on2)cc1OCC	?	0%	-15%	4%	-10	-4%	7%	1%	-10%
Cc1ccc(C)c(SCC(=O)Nc2nnc(-c3ccccc3)o2)c1	7%	-5%	-3%	?	2	3%	1%	-15%	-10%
O=C(Nc1ccc(Cl)cc1)c1cc(Br)ccc1OCC(=O)N1CCOCC1	4%	-11%	-11%	?	-10	-7%	5%	?	-9%
Cc1ccc2c(c1)c1c(c(=O)n(-c3cccc(Cl)c3)c(=O)n1C)n2C	nt	5%	0%	-17%	-4	-2%	-13%	-7%	2%
Cc1nnc(SCc2cc(=O)[nH]c(Nc3nc(C)c4cc(C)c(C)cc4n3)n2)s1	2%	3%	-7%	-9%	-7	-4%	9%	31%	-12%
CC(C)NC(=O)c1ccc2c3n(nc2c1)-c1ccc(Cl)cc1CO3	1%	-6%	-2%	13%	-3	0%	-14%	4%	-14%
CCN(CC)CCNC(=O)c1cc(S(=O)(=O)N2CCc3ccccc32)cn1C	3%	-16%	-1%	-2%	-8	-8%	-20%	-15%	-19%
CCN1CCN(C(=O)C2CC(c3ccc(F)cc3)=NO2)CC1 (centres undefined)	0%	-4%	-9%	373%[activator]	-3	-2%	20%	-28%	-13%
COc1ccc(OC)c(S(=O)(=O)N2CCN(C)CC2)c1	26%	-6%	7%	-7%	-3	-6%	15%	15%	-15%
CN1CCN(CCC(=O)N/N=C/c2cc([N+](=O)[O-])ccc2OC(F)F)CC1	9%	-1%	2%	-2%	0	-4%	0%	38%	-12%
COc1ccc(OC)c(N(CC(=O)NCCc2ccc(OC)c(OC)c2)S(=O)(=O)c2ccccc2)c1	27%	-4%	-2%	0%	-7	-12%	-12%	17%	-21%
Cn1c(=O)c2cc(S(=O)(=O)NC(C(=O)NCc3cccnc3)c3ccccc3)ccc2n(C)c1=O (centres undefined)	-1%	-9%	10%	9%	-7	-4%	3%	?	-10%
COc1ccc(-c2cc3ccc(OCC(C)=O)cc3oc2=O)cc1OC	33%	4%	9%	22%	-2	-2%	7%	11%	-2%
Cc1ccc(NC(=O)c2cnc(SCC(=O)N3CCCc4ccccc43)n(C)c2=O)cc1	nt	-6%[60.1 µM]	1%	-1%	-4	2%	5%	-12%	-8%
O=S(=O)(NC1CC2CCC1C2)c1ccc(Br)s1 (centres undefined)	-2%	-2%	6%	?	-1	?	-68%[11.4 µM]	-28%	-19%
COc1ccc(NC(=S)N/N=C/c2ccc(F)cc2)cc1OC	-5%	-6%	31%[activator]	?	-8	-21%	-5%	1%	8%
Cc1ccc(-n2ncc(C(=O)Nc3ccc4c(c3)OCO4)c2C2CCN(C(=O)OC(C)(C)C)CC2)c(C)c1	nt	-15%	1%	-5%	25	15%	-27%	?	-25%

The closing two records of the part before lead into the next.
SMILES	APEX1 inh	POLK inh	ERG Ets-DNA blk	ALOX12 inh	LDHA inh	Apoferritin bind	RGS4 inhibitor	Pol beta inh	POLH inh
COc1ccc(NC(=S)N/N=C/c2ccc(F)cc2)cc1OC	-5%	-6%	31%[activator]	?	-8	-21%	-5%	1%	8%
Cc1ccc(-n2ncc(C(=O)Nc3ccc4c(c3)OCO4)c2C2CCN(C(=O)OC(C)(C)C)CC2)c(C)c1	nt	-15%	1%	-5%	25	15%	-27%	?	-25%
O=C(CSCc1cc(=O)c2cc(F)ccc2[nH]1)Nc1ccccc1Cl	nt	-4%[60.1 µM]	-6%	?	-3	-8%	0%	11%	-9%
Cc1ccccc1Cn1c2ccccc2c2cnn(CC(=O)NCCc3ccccc3)c(=O)c21	nt	-1%	8%	-14%	-9	58%[activator]	10%	16%	-15%
O=C(NCc1ccco1)c1cnn2c1NC(c1ccc(Br)cc1)CC2C(F)(F)F (centres undefined)	-1%	-9%	4%	0%	2	-8%	-78%[11.4 µM]	-1%	-22%
CCc1cc(=O)oc2cc(OC3CCCCC3=O)ccc12 (centres undefined)	18%	-17%	-1%	7%	-3	-6%	1%	-8%	-4%
Cc1ccc2c(c1)-c1c(ssc1=S)C(C)(C)N2C(=O)CSc1nncn1C	14%	-9%	3%	?	-4	-5%	-12%	4%	-6%
COCCCNC(=O)Cc1ccc(-n2c(C)nc3cccnc32)cc1	4%	-6%	2%	12%	-2	-1%	-26%	34%	?
CCC(=O)NC(NCC1CCCO1)C(Cl)(Cl)Cl (centres undefined)	-1%	10%	0%	9%	-1	-15%	-2%	14%	-11%
CCN1CCN(CCCNC(=O)c2ccc3c(c2)NC(=O)/C(=C\c2cccc(C)c2)S3)CC1	12%	3%	-7%	?	-1	-21%	?	-3%	-24%
Cc1ccc(S(=O)(=O)CCC(=O)NCc2ccccc2F)cc1	1%	-1%	-1%	-15%	-3	nt	11%	nt	-14%
CCOC(=O)c1ccc2nc(NC(=O)c3cccs3)sc2c1	-1%	8%	4%	268%[activator]	0	7%	?	58%	-5%
O=C(Nc1ccccc1)c1ccc(OC(=O)c2cc3ccccc3o2)cc1	-2%	0%	2%	-12%	-8	-2%	12%	0%	-6%

An excerpt; count on the stated rates, not on these rows.
